# Dengue-2 NS5 capping: Dengue-2 NS5 methyltransferase inhibitors, primary screen, biochemical, confirmation dose response (AID 588689); Genome polyprotein (Dengue virus type 2 (strain 16681-PDK53)); Dengue-2 NS5 methyltransferase capping enzyme assay, biochemical; higher % means a stronger effect; inhibition, % at 25 µM; hits with a dose series show IC50 in µM; 340,000 tested, 0.3% active; in the data active = a potency from the dose series; inconclusive = inhibition above about 29% without an active follow-up result
# HIV peptide binding: inhibitors of HIV fusion peptide binding, primary screen, biochemical, uHTS, fluorescence dequenching (AID 1986) | cell-free peptide binding, fluorescence dequenching, 30 min; higher % means a stronger effect | inhibition, % at 20 µM; hits with a dose series show IC50 in µM | 290,000 tested, 0.3% active; in the data active = inhibition mostly above about 52%, no sharp cut-off; inactive = mostly below about 76%; note: some results filed as inactive read as strong as hits
# GPR55 antagonists: GPR55 antagonists blocking LPI-driven arrestin recruitment, primary screen, imaging, U2OS, beta-arrestin-GFP, LPI agonist (AID 2013) | U2OS GPR55 beta-arrestin-GFP translocation imaging, LPI antagonism; higher % means a stronger effect | one-dose inhibition, % at 10 µM; IC50 in µM for titrated hits | 290,000 tested, 0.13% active;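 active = spots per cell inhibited over 60%, with over 100 cells counted and total cytoplasm intensity under 500,000; inconclusive = wells with under 100 cells, flagged as likely toxic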;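 note: U2OS cells stably carrying GPR55 and arrestin-GFP stimulated by 5 µM LPI near EC80; imaged beta-arrestin-GFP aggregate spots per cell after agonist stimulation; plate controls were LPI-stimulated DMSO wells for no effect and DMSO wells without LPI for full effect; some results filed as inactive read as strong as hits; confirmed hits need IC50 under 10 µM and bright autofluorescent wells are also inconclusive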
# Large T inhibition: SV40 large T antigen inhibitors, biochemical (AID 1903) | SV40 large T antigen ATPase/helicase inhibition assay; higher % means a stronger effect | one-dose inhibition, % at 20 µM; IC50 in µM for titrated hits | 310,000 tested, 0.39% active; in the data active = a potency from the dose series; inconclusive = inhibition mostly from about 32% at the one dose, without a potency; inactive = the rest, 99 in 100 with inhibition below about 32%; note: strong numbers were not always called active
# RSV CPE inhibition: RSV antiviral activity via CPE protection, HEp-2 cells, primary 10 µM value included (AID 2391) | HEp-2 cells, RSV-induced CPE inhibition; higher % means a stronger effect | CPE inhibition, % at 10 µM, or IC50 in µM where a hit was titrated | 310,000 tested, 0.13% active; in the data active = a potency from the dose series; inconclusive = CPE inhibition mostly from about 23% at the one dose, without a potency; inactive = the rest, 99 in 100 with CPE inhibition below about 21%; note: strong numbers were not always called active
# MgcRacGAP inhibition: MgcRacGAP GTPase-activating activity inhibitors, confirmation, biochemical, ADP Hunter fluorescence | Rac GTPase-activating protein 1 (Homo sapiens) | MgcRacGAP-stimulated Rac1 GTP hydrolysis, ADP Hunter fluorescence; higher % means a stronger effect; GST-tagged Rac1 F28L mutant substrate | inhibition, % at 30 µM, or IC50 in µM where a hit was titrated | 340,000 tested, 0.6% active | AID 624330, 2012;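 active = first-screen hits whose inhibition reached a set limit at any dose in the follow-up dose series; inconclusive = inhibition above the set first-screen limit but never retested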;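 note: fluorescence reports GDP produced by GAP-driven GTP hydrolysis; strong numbers were not always called active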
# PhoP inhibition: inhibitors of PhoP regulon expression, primary screen, Salmonella Typhimurium, GFP reporter (AID 1863). S. Typhimurium PhoP-regulated promoter GFP reporter, 4 h; higher % means a stronger effect. 300,000 tested, 0.16% active. inhibition, % at 50 µM, or IC50 in µM where a hit was titrated;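 active = inhibition over 29.93%, a cutoff 3 SD above the screen mean, later confirmed by dose response; inconclusive = inhibition over 29.93% but no dose response follow-up; inactive = inhibition at most 29.93% or unconfirmed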;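 note: 0% = low Mg2+ inducing control and 100% = high Mg2+ repressing control; strong numbers were not always called active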
# GPR35 antagonists: GPR35 antagonists blocking zaprinast-driven arrestin recruitment, primary screen, imaging, U2OS, beta-arrestin-GFP, zaprinast agonist (AID 2058); inhibition, % at 10 µM; hits with a dose series show IC50 in µM; 290,000 tested, 0.052% active; G-protein coupled receptor 35 (Homo sapiens); U2OS GPR35 beta-arrestin-GFP translocation imaging, zaprinast antagonism; higher % means a stronger effect;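 active = inhibition of at least 50% with at least 30 cells and total cytoplasm GFP at most 10,000,000; inconclusive = under 30 cells or total GFP of 10,000,000 plus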
# K1F lysis inhibition: inhibition of K1F phage lysis, E. coli UTI89, bacterial capsule biogenesis inhibitors, alamar blue (AID 488966). E. coli UTI89 K1F phage lysis, alamar blue, 2 h; higher % means a stronger effect. inhibition, % at 100 µM; hits with a dose series show IC50 in µM. 340,000 tested, 0.02% active;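 active = phage lysis inhibition, versus mean bacterial control, above a set limit; inconclusive = no clear call, values can overlap the other calls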;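 note: capsule biogenesis inhibitors block K1F phage lysis so surviving cells raise fluorescence; higher fluorescence means more inhibition of phage lysis; actives were called in the ten point dose series up to 300 µM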
# Dengue-2 NS5 capping pilot replicate: recorded beside Dengue-2 NS5 capping, whose call it bears; inhibition, %; measured here: pilot screen replicate inhibition
# * hit, by the source's call; ? = inconclusive; · = no result given; [ ] = another dose, or the depositor's remark. Rows were taken by chance (roughly 1.5% active in at least one column).
SMILES,Dengue-2 NS5 capping,HIV peptide binding,GPR55 antagonists,Large T inhibition,RSV CPE inhibition,MgcRacGAP inhibition,PhoP inhibition,GPR35 antagonists,K1F lysis inhibition,others
O=C(NCCOc1ccccc1F)c1ccccc1SCc1ccc(F)cc1,-6%,2.1%,8%,9%,9.0%,6%,3%,-1%,-0.4%,
Cc1ccc(-c2nc3ccsc3c(=O)o2)cc1,-6%,1.7%,-9%,1%,4.1%,8%,-13%,9%,1.1%,
O=C(NCCCN1CCCC1=O)c1ccc(OC(F)(F)F)cc1,-14%,-0.5%,10%,-5%,1.1%,-1%,-8%,0%,-0.5%,
CCC(NC(=O)OC(C)(C)C)C(=O)Oc1ccc2c3c(c(=O)oc2c1)CCC3 (configuration not stated),-34%,1.8%,14%,?,-0.7%,6%,3%,11%,0.2%,Dengue-2 NS5 capping pilot replicate=-6.7
O=C(O)c1ccc(CSc2nnc(COc3ccccc3)o2)cc1,-2%,-0.7%,1%,4%,2.5%,4%,1%,-11%,-0.2%,
CCc1nc(N)c(C#N)c(-c2cccnc2)c1C,1%,-2.9%,7%,0%,2.4%,3%,-5%,2%,0.2%,Dengue-2 NS5 capping pilot replicate=-4.5
CC(C)(CNC(=O)c1cccc(F)c1)CNC(=O)c1cccc(F)c1,0%,·,·,5%,2.1%,6%,·,·,-0.5%,
O=C(COc1cc(Cl)ccc1Cl)Nc1ccc2[nH]c(=O)[nH]c2c1,-1%,·,·,1%,1.9%,5%,-3%,·,1.2%[50 µM],
CCOC(=O)c1ccc(NC(=S)N2CCN(CCO)CC2)cc1,-6%,-0.4%,-2%,8%,0.1%,6%,10%,18%,-0.1%,
COc1ccc(O[C@H]2C=C[C@@H](c3ccccc3)O[C@@H]2COC(=O)CC/C(C)=N/O[C@@H](C)c2cn([C@H](CO)Cc3ccccc3)nn2)cc1,·,-2.1%,-8%,-6%,·,·,-2%,-13%,·,
Cc1nc2nc[nH]n2c(=O)c1NS(C)(=O)=O,0%,2.2%,10%,8%,1.1%,2%,25%,6%,3.6%,
Cc1[nH]nc(SCC(=O)N2CCCCCC2)c1[N+](=O)[O-],-14%,3.3%,8%,10%,0.8%,14%,-5%,-8%,0.2%,
CC(CN1CCN(C)CC1)OC(=O)c1ccc(F)cc1 (configuration not stated),2%,-1.2%,16%,-3%,-1.0%,3%,6%,3%,0.3%,
CC1S/C(=C(\C#N)C(N)=O)N(c2ccc(F)cc2)C1=O (configuration not stated),1%,-0.5%,4%,4%,-0.7%,4%,7%,14%,1.3%,
Cc1cc(C(=O)N/N=C/c2cccc([N+](=O)[O-])c2)c2ccccc2n1,-3%,-1.5%,-14%,4%,1.3%,6%,14%,3%,3.5%[50 µM],
Clc1ccccc1CSc1nnc(Cn2cnc3ccccc32)n1-c1ccccc1,-2%,-2.9%,-9%,2%,2.3%,1%,6%,10%,3.0%,
O=C(NCCCN1CCOCC1)C(C(=O)NCCCN1CCOCC1)c1ncc(C(F)(F)F)cc1Cl,-3%,0.2%,-4%,-2%,0.8%,4%,-5%,-19%,-0.2%,
CC(C)c1ccc(/C=N/NC(=O)c2nnn(-c3nonc3N)c2CN2CCOCC2)cc1,-11%,0.2%,-7%,11%,0.5%,18%,-3%,-3%,0.1%,
O=C1N(Cc2cccnc2)C[C@@H]2C[C@@H](c3cccc(OC4CCCC4)c3)N3CCC[C@@]123,-11%,2.5%,-6%,6%,-0.1%,4%,2%,4%,-0.6%,
O=C(c1ccc(Cn2cc(Cl)cn2)o1)N1CCN(Cc2ccc3c(c2)OCO3)CC1,-9%,-1.0%,10%,7%,-0.9%,5%,0%,4%,-0.2%,

# Taken from the entries so far, 2 compounds:
SMILES,Dengue-2 NS5 capping,HIV peptide binding,GPR55 antagonists,Large T inhibition,RSV CPE inhibition,MgcRacGAP inhibition,PhoP inhibition,GPR35 antagonists,K1F lysis inhibition,others
O=C(NCCOc1ccccc1F)c1ccccc1SCc1ccc(F)cc1,-6%,2.1%,8%,9%,9.0%,6%,3%,-1%,-0.4%,
Cc1ccc(-c2nc3ccsc3c(=O)o2)cc1,-6%,1.7%,-9%,1%,4.1%,8%,-13%,9%,1.1%,

# More entries:
SMILES,Dengue-2 NS5 capping,HIV peptide binding,GPR55 antagonists,Large T inhibition,RSV CPE inhibition,MgcRacGAP inhibition,PhoP inhibition,GPR35 antagonists,K1F lysis inhibition,others
Cc1sc2ncnc(SCC(=O)NC(C)(C)C)c2c1C,-4%,1.1%,1%,28%,1.9%,1%,1%,-9%,-1.3%,
Cc1cc(NC(=O)CSc2nnc(C)n2C)no1,-10%,-0.5%,-5%,0%,1.0%,3%,7%,7%,1.4%,
Cc1ccc(C)c(NC(=S)Nc2ncccc2C)c1,-4%,2.2%,-4%,12%,2.1%,11%,-11%,-6%,0.0%,
CC(C)OC(=O)c1cc2c(ccn2-c2ccc(F)cc2)n1CC(=O)N1CCN(C(=O)c2ccco2)CC1,-1%,-0.4%,8%,-3%,6.3%,11%,-4%,-18%,0.0%,
O=C(NCC1CCCO1)c1cc(-c2ccc(Cl)cc2Cl)on1 (configuration not stated),-3%,0.7%,-17%,3%,3.2%,7%,-3%,-10%,1.6%,
Cc1cccc2sc(N(CCN(C)C)C(=O)C3CCN(S(=O)(=O)c4cccs4)CC3)nc12,-2%,·,·,10%,-2.0%,6%,7%,·,0.3%[50 µM],
CC(=O)N1N=C(c2ccncc2)OC12CCCCCC2,-1%,0.0%,4%,2%,-2.0%,3%,5%,8%,2.6%,
O=C(CNc1ccc2c(c1)OCO2)N/N=C\c1ccccc1Cl,-8%,18%,-5%,?,0.2%,114µM*,2%,-6%,0.1%,
CCCCn1nc(C(=O)N(CCOC)c2c(N)n(CCCC)c(=O)[nH]c2=O)c2ccccc2c1=O,-6%,·,·,·,-0.3%,2%,·,·,1.1%[50 µM],
COc1ccccc1CNc1cc(-c2ccccc2)ccc1OC,-1%,-0.2%,9%,10%,7.4%,8%,5%,3%,3.3%,
CCOc1ccccc1C1CC(c2ccccc2)Nc2nc(N)nn21 (configuration not stated),3%,2.2%,-6%,0%,0.8%,6%,9%,2%,1.3%,
CCN(CC)S(=O)(=O)c1ccc(N2C(=O)Nc3ccccc3N2O)cc1,-3%,0.3%,10%,9%,1.4%,9%,3%,2%,4.7%,
CCNc1nc(NCC)nc(OCCNS(=O)(=O)c2ccccc2)n1,5%,0.7%,-2%,11%,2.5%,-2%,-8%,-4%,1.3%,
O=C(c1cnn(-c2ccccc2)c1)c1ccc2ccccc2c1O,-2%,2.2%,11%,0%,1.0%,2%,-4%,4%,-0.2%,
O=C(N/N=C/c1ccncc1)c1cccs1,-1%,-1.5%,-4%,10%,1.9%,10%,-7%,-6%,0.1%,
CC1CCCN(C(=O)C2(NC(=O)Nc3cccc(F)c3)CCCCC2)C1 (configuration not stated),-3%,-1.0%,-2%,3%,-1.1%,7%,-1%,-13%,0.2%,
COc1ccccc1-n1c(SCC(=O)N2CCOCC2)nc2ccccc2c1=O,-2%,0.1%,-5%,-1%,1.2%,-1%,-4%,4%,0.0%,
O=C(CN1C(=O)c2cccc([N+](=O)[O-])c2C1=O)N1CCN(S(=O)(=O)c2ccccc2)CC1,-7%,·,·,·,1.0%,5%,·,·,-0.2%,
Cc1ccc(N(CC(=O)Nc2cccc(Cl)c2C)S(C)(=O)=O)cc1,-3%,-1.6%,3%,5%,-0.1%,5%,0%,2%,0.5%,
O=C1CC(N2CCN(c3ccccc3)CC2)C(=O)N1c1cccc(Br)c1 (configuration not stated),3%,-1.7%,3%,-3%,0.4%,8%,4%,4%,0.3%,Dengue-2 NS5 capping pilot replicate=6.1
COc1ccc(NS(=O)(=O)/C=C/c2ccc(OC)c(OC)c2)cc1,2%,-1.1%,3%,10%,16%,-6%,-4%,-2%,-0.7%,
O=[N+]([O-])c1ccc(-c2cc(-c3ccncc3)nc3ccc4ccccc4c23)cc1,-1%,-1.1%,-8%,4%,·,3%,-3%,0%,3.0%,
O=C1CCCN1CC(=O)N1CCCC(N2CCN(c3cccc(Cl)c3)CC2)C1 (configuration not stated),-5%,-0.5%,-2%,10%,0.6%,9%,-3%,6%,0.1%,
CN(C)CCCN=c1cc(-c2ccccc2)oc2ccc(Cl)cc12,4%,-0.7%,23%,16%,·,12%,-11%,-9%,7.2%,
O=C(Cn1cnc([N+](=O)[O-])n1)N/N=C/c1cccc(Cl)c1,-6%,-0.2%,10%,4%,1.9%,-6%,1%,18%,-0.4%,
Brc1ccc(-c2cn3c(n2)SCC3)cc1,-1%,-0.5%,-8%,3%,-0.5%,15%,7%,-1%,-0.1%,
COc1ccc(OCC(=O)Nc2ccc(S(=O)(=O)N3CCCCCC3)cc2)cc1,-6%,2.8%,-3%,6%,0.3%,2%,2%,-2%,6.1%,
O=C(Cc1ccc(S(=O)(=O)N2CCOCC2)s1)OCc1ccc(Cl)cc1,-2%,·,·,·,3.1%,4%,·,·,0.4%[50 µM],
COc1cc2c(cc1OC)CN(C(=O)CCN1C(=O)C3CCCCC3C1=O)CC2 (configuration not stated),-2%,-0.8%,15%,0%,1.1%,6%,-7%,2%,-0.1%,
CC(C)NC(=O)c1onc(CSc2ccc(Cl)cc2)c1C(=O)NC(C)C,-5%,-1.5%,4%,10%,-0.5%,12%,0%,-5%,-0.9%,
CCCOC(=O)C1=C(C)NC2=C(C(=O)CCC2)C1c1cc(OC)ccc1OC (configuration not stated),-10%,0.0%,45%,-1%,0.7%,0%,-7%,-4%,-0.6%,
CC(=O)NC(CC(=O)O)C(=O)O (configuration not stated),-4%,·,·,8%,-2.2%,-2%,-4%,·,-3.5%,
S=C(NCCc1ccccn1)Nc1ccccc1,0%,-1.6%,9%,9%,1.0%,11%,9%,2%,0.1%,
Cc1cc(O)c(C(C)C)cc1N=Cc1ccccc1O,73%,-2.0%,11%,27%,3.2%,-13%,4%,-7%,-0.1%,
COc1cccc(NC(=O)C2CC(=O)n3cnnc3S2)c1 (configuration not stated),-15%,0.6%,-8%,30%,-0.3%,5%,7%,-8%,-11%,
C=C(C)CNC(=S)NN=C1c2ccccc2-c2ccccc21,-3%,4.7%,59%,2%,-1.6%,10%,2%,3%,0.2%,

# Compound activity deposited in PubChem by several laboratories.
